Screens from PubChem BioAssay.
AID772 – HT29 colon tumor cell growth inhibition, primary screen, imaging, high content imaging, 72 h, CellTiter-Glo (AID 772); HT29 cell growth, HCS imaging cell count, 72 h; stronger effect = higher value; growth inhibition, % at 10 µM; 3,300 tested, 0.6% active;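 active = growth inhibition above 90%, meaning viable cell count cut by more than 90% versus vehicle controls; inactive = growth inhibition below 90%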
HT29 cell growth-1 – HT29 colon tumor cell growth inhibition, primary screen, imaging, high content imaging, 24 h, CellTiter-Glo (AID 770) | HT29 cell number by imaging, 24 h; stronger effect = higher value | growth inhibition, % at 10 µM | 3,300 tested, under 10 active;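 active = growth inhibition above 90% in viable cell count at a single dose; inactive = growth inhibition below 90%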
AID364 – Jurkat cell viability reduction – Jurkat E6.1, NIH starter set, primary screen (AID 364); Jurkat E6.1 viability, ATP luminescence, 48 h; higher % means a stronger effect; one-dose inhibition, % at 4 µM; CC50 in µM for titrated hits; 3,300 tested, 2% active;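 active = concentration giving half-maximal inhibition at or below 20 micromolar; inactive = half-maximal concentration above 20 micromolar, or not dose tested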;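 also: 100% = cells treated with 4 µM doxorubicin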
A549 proliferation – A549 NSCLC cell proliferation inhibitors – ATP luminescence, human non-small cell lung line, primary screen (AID 371); 3,300 tested, 8.4% active; growth inhibition, % at 10 µM; A549 growth inhibition, ATP luminescence; stronger effect = higher value;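 active = mean growth inhibition over the two runs of 50% or more; inactive = mean growth inhibition under 50%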;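 also: compound exposure lasted 72 h before the ATP read; 0% = untreated cell signal and 100% = no luminescence left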
HT29 cell growth-2 – HT29 colon tumor cell growth inhibition, primary screen, imaging, high content imaging, 48 h, CellTiter-Glo (AID 771). growth inhibition, % at 10 µM. HT29 cell growth, HCS imaging cell count, 48 h; stronger effect = higher value. 3,300 tested, 2% active;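 active = growth inhibition above 90%, meaning viable cell count by imaging cut by more than 90% versus vehicle controls; inactive = growth inhibition below 90%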;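 also: percent fewer viable cells counted by imaging than vehicle controls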
HT29 cell growth-1 condensed nuclei – further read-out of HT29 cell growth-1, marked with its call; condensed nuclei, %; measured here: percent cells with condensed nuclei;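 share of cells whose nuclear area falls below control median minus 1.5 SD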
HT29 cell growth-1 ATP viability – second read-out of HT29 cell growth-1, no call of its own (marks repeat the call); growth inhibition, %; measured here: ATP CellTiter-Glo viability
HT29 cell growth-2 condensed nuclei – second read-out of HT29 cell growth-2, no call of its own (marks repeat the call); condensed nuclei, %; measured here: percent cells with condensed nuclei;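 condensed means Hoechst nuclear area under control median minus 1.5 SD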
HT29 cell growth-2 ATP viability – recorded beside HT29 cell growth-2, whose call it bears; growth inhibition, %; measured here: ATP CellTiter-Glo viability inhibition
AID772 condensed nuclei – further read-out of AID772, marked with its call; condensed nuclei, %; measured here: percent cells with condensed nuclei;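 condensed means nuclear area below control median minus 1.5 SD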
AID772 second – further read-out of AID772, marked with its call; growth inhibition, %; measured here: ATP CellTiter-Glo viability
Numbers without * were called inactive; i = inactive; / = no result given. These rows are one share of the data; rates above refer to the full screens.

SMILES	AID772	AID772 condensed nuclei	AID772 second	HT29 cell growth-1	HT29 cell growth-1 condensed nuclei	HT29 cell growth-1 ATP viability	AID364	A549 proliferation	HT29 cell growth-2	HT29 cell growth-2 condensed nuclei	HT29 cell growth-2 ATP viability
CCCC(=O)Nc1sc2c(c1C#N)CCCC2	61.8	3.5	-10.3	-18.2	2.5	12.2	5.8%	27.0	-25.0	1.8	-2.9
CC(C)Cc1nc(N2CCCCC2)c(C#N)c2c1CCC2	32.2	8.2	-3.7	7.5	3.0	-4.4	-5.5%	20.9	32.8	2.2	-4.4
Cc1c(CCC#N)c(N2CCCCC2)n2c(nc3ccccc32)c1C#N	7.6	2.8	-2.9	-29.4	2.3	-9.7	4.7%	4.5	24.8	2.5	7.6
CCCCNC(=O)N(C)c1nncnc1C(=O)NC	-24.4	4.4	-0.2	-4.0	3.8	-16.6	-8.3%	2.6	6.3	4.1	-36.7
CC(=O)Nc1ccc(Oc2ccc3nc(C)[nH]c3c2)cc1	13.4	3.7	-13.1	5.4	3.6	-0.3	6.6%	10.6	61.7	0.6	4.0
Nc1ccc2oc(-c3cc(Br)ccc3Cl)nc2c1	17.5	4.2	-14.2	-2.2	3.5	-10.2	7.6%	25.9	52.8	3.9	-11.1
N#Cc1cc(Oc2cccc3cccnc23)c(-n2nnc3ccccc32)cc1C#N	14.0	12.5	11.5	48.6	2.4	9.6	-8.8%	27.2	49.6	2.4	8.8
CCOC(=O)c1[nH]c2ccc(Br)cc2c1NC(=O)CCN1CCN(C(=O)OCC)CC1	41.1	9.8	17.2	11.3	2.7	4.4	-0.7%	27.8	59.6	3.7	8.1
COc1cccc(C2/C(=C(/O)c3ccc(C)cc3)C(=O)C(=O)N2Cc2ccco2)c1 (centres undefined)	25.9	5.0	-24.6	24.2	6.0	-2.7	-0.4%	6.9	56.6	3.8	-14.2
Cc1nn2cnc3sc4c(c3c2nc1=O)CCCC4	-22.1	1.0	-15.5	11.0	2.9	8.5	7.0%	5.7	29.5	2.3	0.6
COC(=O)CSc1nnc2n(-c3ccc(OC)cc3)c(=O)c3c4c(sc3n12)CCCCC4	-47.2	1.5	-62.1	13.7	4.2	2.1	i	10.7	7.4	1.2	-17.6
COc1ccc2c(c1)c(C(=O)CN1CCOCC1)c(C)n2C	-10.2	2.4	0.2	-1.5	9.1	3.2	3.1%	-7.2	-8.4	1.5	-1.4
COc1cc(C2C3C(=O)N(c4ccc(F)cc4)C(=O)C3ON2c2ccccc2)ccc1O (centres undefined)	2.0	4.7	-19.9	-30.5	1.7	-11.2	2.1%	1.4	-29.1	1.0	-9.7
CCN(CC)CCNC(=O)c1ccc(NC(C)=O)cc1	-31.0	6.4	-5.3	-21.9	3.6	-10.8	-0.4%	-7.7	11.2	2.6	/
C=CCn1c(SCc2c(F)c(F)c(F)c(F)c2F)nc(O)cc1=O	22.9	5.0	-27.8	19.3	2.1	3.6	-3.4%	1.9	9.0	0.9	-0.2

Some of the entries above, set out differently:
COc1cc(C2C3C(=O)N(c4ccc(F)cc4)C(=O)C3ON2c2ccccc2)ccc1O (centres undefined)
  AID772 = 2.0	AID772 condensed nuclei = 4.7	AID772 second = -19.9	HT29 cell growth-1 = -30.5	HT29 cell growth-1 condensed nuclei = 1.7	HT29 cell growth-1 ATP viability = -11.2	AID364 = 2.1%	A549 proliferation = 1.4	HT29 cell growth-2 = -29.1	HT29 cell growth-2 condensed nuclei = 1.0	HT29 cell growth-2 ATP viability = -9.7

CCOC(=O)c1[nH]c2ccc(Br)cc2c1NC(=O)CCN1CCN(C(=O)OCC)CC1
  AID772 = 41.1	AID772 condensed nuclei = 9.8	AID772 second = 17.2	HT29 cell growth-1 = 11.3	HT29 cell growth-1 condensed nuclei = 2.7	HT29 cell growth-1 ATP viability = 4.4	AID364 = -0.7%	A549 proliferation = 27.8	HT29 cell growth-2 = 59.6	HT29 cell growth-2 condensed nuclei = 3.7	HT29 cell growth-2 ATP viability = 8.1

CCCC(=O)Nc1sc2c(c1C#N)CCCC2
  AID772 = 61.8	AID772 condensed nuclei = 3.5	AID772 second = -10.3	HT29 cell growth-1 = -18.2	HT29 cell growth-1 condensed nuclei = 2.5	HT29 cell growth-1 ATP viability = 12.2	AID364 = 5.8%	A549 proliferation = 27.0	HT29 cell growth-2 = -25.0	HT29 cell growth-2 condensed nuclei = 1.8	HT29 cell growth-2 ATP viability = -2.9

Other results.
SMILES	AID772	AID772 condensed nuclei	AID772 second	HT29 cell growth-1	HT29 cell growth-1 condensed nuclei	HT29 cell growth-1 ATP viability	AID364	A549 proliferation	HT29 cell growth-2	HT29 cell growth-2 condensed nuclei	HT29 cell growth-2 ATP viability
Cc1nnc2c(NC(C)C)nc3ccccc3n12	14.0	5.1	-0.9	23.3	1.9	4.4	-4.0%	19.8	44.1	15.2	11.7
COc1ccc2c(c1OC)C(=O)O[C@@H]2[C@H]1c2c(cc3c(c2OC)OCO3)CCN1C	50.9	19.5	67.0	43.8	5.5	23.3	i	28.5	55.9	4.9	/
CC1(C)S[C@@H]2[C@H](NC(=O)Cc3ccccc3)C(=O)N2[C@H]1C(=O)O	10.0	3.3	-13.8	2.9	5.2	-15.8	0.0%	-2.6	-19.2	2.1	/
COC(=O)CC1=C(C(=O)OC)C(c2ccc3c(c2Cl)OCO3)C(C#N)=C(N)O1 (centres undefined)	-2.2	3.7	-7.6	31.2	4.7	-4.3	8.4%	7.4	46.0	2.5	-1.0
O=C(NC1CCS(=O)(=O)C1)N1CCCCC1 (centres undefined)	28.2	9.9	4.6	-24.8	3.0	-8.9	-10.6%	3.2	14.3	2.9	-2.9
CCOc1ccc(CC2CC(=O)NC2=O)cc1 (centres undefined)	28.6	7.6	-1.6	21.1	1.6	-16.5	-9.7%	-0.4	-2.4	5.3	-43.1
COc1ccc(-c2nn3c(COc4ccccc4)nnc3s2)cc1OC	17.1	3.9	-15.7	3.0	3.8	2.6	-5.4%	10.3	27.2	0.9	5.2
CC(C)C1C(C#N)=C(N)Oc2n[nH]c(C(C)(C)C)c21 (centres undefined)	23.6	14.4	6.3	21.7	1.9	4.8	1.0%	-3.1	51.5	2.6	3.0
COc1ccc2[nH]c3c(N4CCN(Cc5ccc6c(c5)OCO6)CC4)ncnc3c2c1	20.7	1.1	21.0	63.2	6.0	16.4	-0.5%	76.3*	40.6	3.5	20.9
Cc1ccc(C2/C(=C(/O)c3ccc(OC(C)C)cc3)C(=O)C(=O)N2CCN2CCOCC2)cc1 (centres undefined)	20.9	3.6	-20.6	4.4	1.0	-6.9	-10.6%	-0.9	32.7	2.7	-5.8
Cn1c(=O)[nH]c2cc(Cl)cnc21	-16.5	1.3	-33.9	11.0	2.5	-9.1	4.3%	5.0	12.0	1.2	-6.0
COc1ccc(NCc2cc3ccccc3[nH]c2=O)cc1	-19.6	7.3	-17.0	8.4	5.6	-8.5	7.3%	21.8	27.8	10.1	5.1
Cc1nnc2n(Cc3ccccc3)c(=O)c3c4c(sc3n12)COC(C(C)C)C4 (centres undefined)	-111.3	3.9	-64.5	8.6	3.1	-9.7	4.1%	72.3*	2.7	1.1	-20.3
Cc1nc2oc(C(=O)c3ccc(Br)cc3)c(N)c2c2c1COC(C)(C)C2	50.0	9.1	79.2	-4.8	1.1	1.8	0.2%	24.5	25.6	4.3	-2.3
CC(C)c1nc(N2CCOCC2)c(C#N)c2c1CCC2	48.3	4.3	3.2	-22.3	2.5	-2.2	0.4%	15.2	47.0	2.0	4.6
CCCCCCn1c(C(C)O)nc2ccccc21 (centres undefined)	20.2	8.3	37.4	-0.3	1.8	3.9	-0.9%	15.7	32.7	4.7	18.0
Nc1nnc(CSCc2ccc(F)cc2)s1	36.1	3.6	-11.0	-13.9	3.4	-8.2	8.8%	6.8	-38.0	2.2	-29.8
Cc1oc2nc(SCCCC(=O)NCCCO)nc(N)c2c1C	47.7	3.9	22.8	5.1	3.3	-13.3	8.7%	5.1	30.1	3.0	11.3
COc1cc(C(=O)Nc2ccc(O)cc2C(=O)O)ccc1OC(C)=O	63.2	6.9	18.4	-8.6	2.4	-1.9	-3.4%	2.7	25.4	2.2	8.8
O=C(CCCN1C(=O)c2ccccc2C1=O)N1CCC(c2ccccc2)C1 (centres undefined)	49.4	6.2	3.5	31.0	4.7	15.6	7.3%	-0.6	28.7	2.0	15.7
CC1CN(C2CCN(C(=O)c3ccccc3Cl)CC2)CC(C)O1 (centres undefined)	-47.9	4.4	-12.1	-1.6	1.9	-12.6	-6.8%	2.3	-18.6	4.0	-39.5
CCOC(=O)CSc1nc2ccccc2c(=O)n1C	26.9	3.5	-4.2	5.6	4.1	-16.3	0.7%	0.0	-22.2	2.2	-19.7
CCN(CC)CCn1c(O)c(N=O)c2ccccc21	53.8	5.0	25.3	58.1	4.3	-8.0	5.1%	2.9	37.8	4.9	17.2
CCCCn1c(O)c(C=NCCCN(C)C)c(=O)[nH]c1=O	-3.0	2.1	-54.4	33.5	2.1	8.7	3.5%	-0.3	-12.6	8.4	-9.3
CC(O)Cn1cnc2c1c(=O)n(C)c(=O)n2C (centres undefined)	-3.1	0.3	-8.8	-17.3	2.1	-20.8	-0.4%	3.6	-10.2	3.1	/
CCOC(=O)CC(=O)CSc1nc(N)c(C#N)c(-c2ccc(F)cc2)c1C#N	30.4	2.7	16.6	-22.0	2.2	-3.0	-2.7%	-4.1	-3.5	3.1	8.0
CCCCNc1nc2c(c(=O)n(C)c(=O)n2C)n1Cc1cccc(OC)c1	26.9	9.7	16.6	17.2	6.2	15.3	35.2%	59.5*	27.5	0.4	15.6
O=C(O)C(Cc1c[nH]c2ccccc12)NS(=O)(=O)c1cccc2nsnc12 (centres undefined)	9.8	1.6	1.7	29.6	5.2	9.8	-10.2%	-2.4	42.5	2.9	7.5
Cc1nnc(N2CCOCC2)c2ccccc12	16.8	6.8	-1.3	-13.6	2.0	4.7	1.5%	-0.2	-6.3	1.5	-2.1
CCOc1ccc(-c2nnc3sc(COc4ccccc4)nn23)cc1	-25.3	2.2	-66.0	14.4	4.9	6.4	-12.1%	4.8	41.5	2.5	-17.0

An excerpt from above with just HT29 cell growth-1 condensed nuclei and HT29 cell growth-2:
mol	HT29 cell growth-1 condensed nuclei	HT29 cell growth-2
Cn1c(=O)[nH]c2cc(Cl)cnc21	2.5	12.0
Cc1nn2cnc3sc4c(c3c2nc1=O)CCCC4	2.9	29.5
Cc1nnc(N2CCOCC2)c2ccccc12	2.0	-6.3

Further compounds
SMILES	AID772	AID772 condensed nuclei	AID772 second	HT29 cell growth-1	HT29 cell growth-1 condensed nuclei	HT29 cell growth-1 ATP viability	AID364	A549 proliferation	HT29 cell growth-2	HT29 cell growth-2 condensed nuclei	HT29 cell growth-2 ATP viability
CCn1cc(/C=N/O)c(C)n1	6.0	12.3	-14.1	6.1	1.4	-1.0	2.0%	-8.4	-34.1	1.4	-14.1
Cc1ccc(-c2nn(C)c(=O)c3ccccc23)cc1CNC(=O)CSc1nc2ccccc2o1	4.8	2.2	-31.4	-5.6	3.3	-4.8	-0.3%	24.3	-7.4	1.0	-4.2
CCc1cn([C@H]2C[C@H](O)[C@@H](CO)O2)c(=O)[nH]c1=O	16.9	2.2	6.3	26.1	4.1	21.0	i	29.9	-8.5	1.5	/
C/C=C(/C(=C/C)c1ccc(O)cc1)c1ccc(O)cc1	22.5	2.6	45.5	8.8	4.2	40.6	-5.6%	50.9*	17.8	13.5	/
N#CC1=C(SCC(=O)c2ccc(Br)cc2)NC2=C(C(=O)CCC2)C1c1ccco1 (centres undefined)	77.8	25.6	83.6	62.3	12.4	14.6	3.05µM*	77.8*	68.9	7.1	54.1
COCCCn1c2nc3ccccc3nc2c2c(=O)n(-c3ccccc3OC)c(C)nc21	-36.8	1.2	-45.7	10.7	5.5	-4.8	8.2%	8.6	18.1	0.5	-13.6
